PhoP GFP inhibition: PhoP regulon inhibitors, Salmonella typhi PhoP promoter GFP reporter, confirmatory (AID 1850); Salmonella Typhi PhoP-promoter GFP reporter, fluorescence, 4 h; higher % means a stronger effect; one-dose inhibition, % at 50 µM; IC50 in µM for titrated hits; 310,000 compounds, 0.33% hits; in the data active = a potency from the dose series; inconclusive = inhibition mostly from about 25% at the one dose, without a potency; inactive = the rest, 99 in 100 with inhibition below about 19%;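 note: 0% = induced wells with vehicle and 100% = uninduced wells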
VEEV TC-83 Vero: inhibitors of VEEV TC-83 cytopathic effect, confirmation, Vero cells (AID 588727). inhibition, % at 20 µM, or IC50 in µM where a hit was titrated. 350,000 compounds, 0.13% hits. Vero cells, VEEV TC-83 cytopathic effect inhibition; higher % means a stronger effect; in the data active = a potency from the dose series; inconclusive = inhibition mostly from about 14% at the one dose, without a potency; inactive = the rest, 99 in 100 with inhibition below about 12%; note: strong numbers were not always called active
tuberculosis growth: growth inhibition of non-replicating M. tuberculosis (AID 488890) | inhibition, % at 25 µM, or IC50 in µM where a hit was titrated | Mycobacterium tuberculosis non-replicating, growth inhibition; higher % means a stronger effect | 320,000 compounds, 0.39% hits; in the data active = a potency from the dose series; inconclusive = inhibition mostly from about 82% at the one dose, without a potency; inactive = the rest, 99 in 100 with inhibition below about 76%;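 note: plate controls were DMSO cells for no effect and high antibiotic wells for full effect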
M. tuberculosis HTS: M. tuberculosis growth inhibition, HTS (AID 449762); one-dose inhibition, % at 25 µM; IC50 in µM for titrated hits; 330,000 compounds, 0.59% hits; M. tuberculosis H37Rv growth inhibition, 7H9 media; higher % means a stronger effect; in the data active = a potency from the dose series; inconclusive = inhibition above about 70% without an active follow-up result;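 note: bacterial growth assessed after seven days of incubation; strong numbers were not always called active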
H1N1 NS1A inhibition: H1N1 influenza NS1A inhibitors, functional cell based assay (AID 504329); 340,000 compounds, 0.3% hits; inhibition, % at 12.5 µM; hits with a dose series show IC50 in µM; NS1A functional cell-based assay, percent inhibition; higher % means a stronger effect; in the data active = a potency from the dose series; inconclusive = inhibition above about 27% without an active follow-up result; note: strong numbers were not always called active
VEEV TC-83 Vero 10K pilot screen: also measured in VEEV TC-83 Vero; calls as there; inhibition, %; measured here: 10K pilot screen inhibition
Starred values were filed as active, the others as inactive; i = inactive; ? = inconclusive; · = not tested or not shown. Compounds as they come (roughly 1.5% active in at least one column).

SMILES	PhoP GFP inhibition	VEEV TC-83 Vero	tuberculosis growth	M. tuberculosis HTS	H1N1 NS1A inhibition	others
CCOC(=O)c1cnc(SCCc2ccccc2)nc1N	3%	5.8%	64%	5%	-4%	VEEV TC-83 Vero 10K pilot screen=5.2
COc1cc(OC)cc(N(C(=O)CNC(=O)c2cccs2)C(C(=O)NCC2CCCO2)c2ccc(OC)c(OC)c2)c1 (centres undefined)	-11%	0.5%	5%	-7%	-3%
C[C@]12C(=O)N(c3ccc(C(F)(F)F)cc3)C(=O)N1[C@H]1c3ccccc3OC[C@@H]1[C@H]2c1ccccc1	·	1.4%	74%	2%	0%
N=c1c(C(=O)NCC2CCCO2)cc2c(=O)n3ccccc3nc2n1Cc1ccco1 (centres undefined)	-1%	0.7%	4%	-2%	-7%
CSc1nnc(NC(=O)c2ccc(S(=O)(=O)N(C)C)cc2)s1	0%	0.2%	-11%	1%	0%
C#CCSc1nnnn1-c1ccc(OCC)cc1	-8%	1.2%	7%	-2%	-18%
O=C(NCc1ccncc1)C1CCCN1S(=O)(=O)c1ccc(Cl)cc1 (centres undefined)	-4%	0.9%	-4%	-4%	-21%
CCC(=O)c1ccc(NC(C)=O)cc1O	10%	1.0%	-5%	-5%	-1%
O=C(CNCc1ccccn1)Nc1cc(S(=O)(=O)N2CCCCC2)ccc1Cl	-42%	2.1%	-4%	-8%	6.8µM*
CCOC(=O)c1c(NC(=O)CSc2cn(CC)c3ccccc23)sc2c1CCC2	4%	i	3%	10%	5%	VEEV TC-83 Vero 10K pilot screen=1.4
CCC(Oc1ccccc1)C(=O)Nc1ccc(S(=O)(=O)N2CCOCC2)cc1 (centres undefined)	-6%	0.7%	14%	11%	-2%
Clc1ccc(CSc2nnc(CNc3cccc(Cl)c3)o2)cc1	-6%	0.6%	30%	?	-24%
CC(=O)CC(c1ccc([N+](=O)[O-])cc1)c1c(O)c2ccccc2oc1=O (centres undefined)	1%	0.9%	11%	-2%	4%
CCN(CC(=O)NCc1ccc(F)cc1)C(=O)/C=C/c1cc(OC)ccc1OC	·	0.2%	·	·	-3%
Cc1c(C)c2ccc(OCC(=O)N(C)C)c(C)c2oc1=O	-7%	i	5%	-4%	4%
N#CCCN(C(=O)CCl)c1cccc(Cl)c1	2%	?	?	?	-9%
N/C(=N\c1nc(CSc2nnnn2-c2ccccc2)cc(=O)[nH]1)Nc1ccccc1	0%	·	-13%	3%	·
Cc1cc(C)c(S(=O)(=O)Nc2cccc(S(=O)(=O)NC3=NCCC3)c2)c(C)c1	-5%	1.7%	16%	0%	-11%
CCOC(=O)Cn1nc(C)cc1NC(=O)c1ccncc1	0%	0.9%	-20%	-11%	-7%
COCCCn1c(SCc2ccccc2)nc2cc(OC)c(OC)cc2c1=N	-6%	i	53%	-2%	-3%
CCOC(=O)c1[nH]c(C)c(CC(C)C)c1C	-10%	i	10%	-4%	3%
COc1ccc(OCc2nnc3n2N=C(c2ccc(OC)cc2)CS3)cc1	-9%	4.4%	34%	0%	7%
CC1(C)Cc2nc3oc4c(=O)n(CC(=O)Nc5cccc(Cl)c5)cnc4c3cc2CO1	3%	0.4%	-19%	-8%	-2%
COc1ccc(NC(=O)c2cc(-c3ccccc3Cl)no2)cc1	-2%	2.8%	18%	-2%	8%
COc1ccc(OC)c2c1cc(C(=O)N[C@H](C(=O)N1CCC(C(=O)O)CC1)C(C)C)n2C	1%	0.4%	-13%	-15%	0%

Additional entries
SMILES	PhoP GFP inhibition	VEEV TC-83 Vero	tuberculosis growth	M. tuberculosis HTS	H1N1 NS1A inhibition	others
C=CCn1c(-c2cccc(OC)c2OC)n[nH]c1=S	4%	i	1%	9%	6%
Cn1c(=O)oc2cc(S(=O)(=O)NCCC(=O)NC3CCCC3)ccc21	-2%	1.2%	-8%	-9%	3%
C=CCn1c(=NC(=O)C2COc3ccccc3O2)sc2cc(S(N)(=O)=O)ccc21 (centres undefined)	5%	0.2%	-2%	3%	13%
CCOC(=O)N1CCN(C(=O)c2ccc(NS(C)(=O)=O)cc2)CC1	5%	1.6%	6%	0%	7%
COc1cccc(CNC(=O)CCC2CCCN(C(=O)c3cscn3)C2)c1 (centres undefined)	-4%	2.3%	7%	-8%	0%
COc1ccc(N2CCN(C(=O)CN(CCc3ccccc3)S(C)(=O)=O)CC2)cc1	2%	i	11%	-8%	-1%
Cc1cc(C)nc(NC(=O)/C=C/c2ccccc2Cl)n1	-5%	1.6%	-5%	-4%	-9%
CN1CCN(S(=O)(=O)c2ccc(N3CCN(c4ccc(O)cc4)CC3)c([N+](=O)[O-])c2)CC1	5%	2.3%	23%	?	13%
Oc1ccc(Nc2nnc(-c3ccc(O)cc3)c3ccccc23)cc1	-3%	i	-1%	5%	3%
CCOC(=O)c1nn(-c2cc(C(=O)OC)cc(C(=O)OC)c2)cc1O	-13%	1.1%	-13%	2%	-5%
O=C(c1ccco1)N(Cc1cccc(Cl)c1)C1CCS(=O)(=O)C1 (centres undefined)	3%	i	3%	-2%	1%
Cc1nnc(NC(=O)C2CSC3(C)CCC(=O)N23)s1 (centres undefined)	0%	1.1%	-10%	-2%	-6%
COc1ccccc1-n1c(-c2ccc(Cl)cc2)c[nH]c1=S	7%	1.7%	1%	10%	-4%
COc1cccc2c1C(=O)c1c(O)c3c(c(O)c1C2=O)CC(O)(C(C)=O)CC3OC1CC(O)C(O)C(C)O1 (centres undefined)	·	6.0%	·	·	21%
Cc1cccc(C)c1NC(=O)COC(=O)[C@@H]1CCCN1C(=O)c1cccs1	·	1.6%	3%	2%	-1%
CC(=O)c1ccc(OCC(O)CN2CCN(CCO)CC2)cc1 (centres undefined)	-2%	i	-16%	-5%	-2%
Cc1ccc(CC(=O)Nc2ccc(S(=O)(=O)N3CCOCC3)cc2)cc1C	·	2.0%	25%	-1%	4%
CC(=O)N1C(C)(C)CC(=NOC(=O)c2ccccc2)CC1(C)C	-18%	0.8%	-17%	2%	-6%
Clc1ccc(-c2nnc(-c3ccccc3)nc2-c2c[nH]c3ccccc23)cc1	-5%	2.2%	4%	5%	-2%
CCN1CCN(C(=O)C(C)Oc2ccc(S(=O)(=O)N3CCCC3)cc2C(N)=O)CC1 (centres undefined)	·	1.2%	-14%	6%	-9%
CCCOc1ccc(NC(=O)OC2CCN(C)CC2)cc1	18%	i	-5%	2%	-2%
COc1ccc2[nH]c3c(c2c1)CCN1C(=O)C(CC(=O)NCCCn2ccnc2)C[C@H](C(=O)N2CCOCC2)[C@@]31CCC1CCCC1 (some centres undefined)	·	0.2%	·	·	20%
O=C(CCNC(=O)c1ccccc1Cl)Nc1ccc(Cl)c(C(F)(F)F)c1	-3%	0.6%	41%	-6%	5%
COc1ccc(C(=O)c2nc3ccccc3n2C(C)C)cc1	-2%	2.2%	35%	20%	1%
NC(=O)COC(=O)c1ccc(C(=O)C(=O)c2ccccc2)cc1	-3%	0.8%	-2%	0%	·

Some of these compounds in order of count of non-hydrogen atoms, smallest number first.
SMILES	PhoP GFP inhibition	VEEV TC-83 Vero	tuberculosis growth	M. tuberculosis HTS	H1N1 NS1A inhibition	others
O=C(c1ccco1)N(Cc1cccc(Cl)c1)C1CCS(=O)(=O)C1 (centres undefined)	3%	i	3%	-2%	1%
Cc1cccc(C)c1NC(=O)COC(=O)[C@@H]1CCCN1C(=O)c1cccs1	·	1.6%	3%	2%	-1%
Clc1ccc(-c2nnc(-c3ccccc3)nc2-c2c[nH]c3ccccc23)cc1	-5%	2.2%	4%	5%	-2%

The listing picks up, starting 2 compounds before the break.
SMILES	PhoP GFP inhibition	VEEV TC-83 Vero	tuberculosis growth	M. tuberculosis HTS	H1N1 NS1A inhibition	others
COc1ccc(C(=O)c2nc3ccccc3n2C(C)C)cc1	-2%	2.2%	35%	20%	1%
NC(=O)COC(=O)c1ccc(C(=O)C(=O)c2ccccc2)cc1	-3%	0.8%	-2%	0%	·
CC1(NC(=O)NCc2ccco2)CCS(=O)(=O)C1 (centres undefined)	-7%	0.2%	5%	-7%	4%
O=[N+]([O-])c1cc(Cl)cc(/C=N\Nc2ccccn2)c1O	-1%	9.8%	1.2µM*	?	3.9µM*
Cc1cc(C(=O)Nc2ccc(Cl)cc2)c2ccccc2n1	0%	0.3%	5%	-4%	-5%
CCCCCN1C(=O)/C(=C/c2c(N3CCc4ccccc4C3)nc3ccccn3c2=O)SC1=S	24%	3.2%	33%	9%	28%
Cc1ccnc(-n2c(-c3ccccc3)nc3ccccc3c2=O)c1	-12%	i	0%	-9%	-14%
CC(C)N(Cc1ccccc1)C(=S)NCCN1CCOCC1	1%	1.5%	0%	1%	2%	VEEV TC-83 Vero 10K pilot screen=0.6
COc1ccc(OC)c(C(=O)c2coc3ccc(OCC(=O)O)cc23)c1	5%	3.2%	32%	?	8%
COc1ccc2c(c1)cc(C(=O)N[C@@H](Cc1ccccc1)C(=O)O)n2C	-4%	0.9%	-3%	-5%	0%
Cc1cc(N/N=C/c2ccc([N+](=O)[O-])o2)nc2ccccc12	3%	12%	36%	?	-1%
COc1cccc(C2CC(c3ccccc3Cl)n3nc(N)nc3N2)c1 (centres undefined)	-11%	0.2%	31%	4%	-2%
CC(C)(C)OC(=O)NCCc1nnc(SCC(=O)Nc2ccc(Br)cc2)o1	1%	i	74%	-14%	-24%
O=C(Nc1c(-c2ccccc2)nc2ccc(Cl)cn12)c1cccs1	-5%	i	-13%	8%	2%
COc1cc(-c2nnc(SCC(=O)c3ccc(C)cc3)o2)cc(OC)c1OC	-18%	7.1%	21%	5%	-1%
COc1ccc(CN2c3c(Br)cccc3C(=O)CS2(=O)=O)cc1	·	2.1%	·	·	-6%
COc1ccc(OCc2nnc(SCC(N)=O)n2-c2ccccc2OC)cc1	6%	2.3%	-6%	-7%	-1%
CC1=C(C#N)C(c2cccnc2)C2=C(CC(c3ccc(Cl)cc3)CC2=O)N1 (centres undefined)	12%	i	59%	50%	7%
Cc1cccc(NS(=O)(=O)c2ccc(C(=O)N3CCCCCC3)cc2)c1C	-2%	0.7%	2%	8%	-6%
O=C(Nc1cccc(C(F)(F)F)c1)c1ccc(-n2cncn2)nc1	4%	2.5%	65%	-2%	-6%
O=C(CCNC(=O)c1ccccc1Cl)NCc1ccco1	·	4.0%	13%	2%	-1%
CC1CN(Cc2ccccn2)CCC1=O (centres undefined)	-9%	0.4%	-20%	7%	-7%
CCc1cccc(NC(=S)N(CCOC)C2CCN(C(C)=O)CC2)c1	-5%	0.7%	-9%	4%	-4%
COc1cc2c(cc1OC)CN(C(=O)CCNC(=O)c1ccc(Br)cc1)CC2	·	0.7%	·	·	-4%
Cc1ccccc1NC(=O)Cc1nc(COC(=O)Cc2ccccc2F)cs1	·	0.9%	50%	-12%	-5%
CCOc1ccc(C(=O)OCn2nnc3ccccc3c2=O)cc1OC	-14%	i	-2%	-7%	7%
CC(C)C(c1nnnn1C1CCCC1)N1CCOCC1 (centres undefined)	-7%	0.6%	-6%	-9%	5%

(continued)
SMILES	PhoP GFP inhibition	VEEV TC-83 Vero	tuberculosis growth	M. tuberculosis HTS	H1N1 NS1A inhibition	others
C[n+]1ccc(-c2ccccc2)c2ccccc21	1%	0.2%	8%	-5%	-3%
C[C@H](NC(=O)[C@@H]1Cc2ccccc2CN1)C(=O)Nc1ccc2c(c1)OCCO2	-6%	0.8%	11%	-2%	-10%
COc1ccc2oc(=N)c(-c3nnc4n3CCCCC4)cc2c1	-2%	i	-12%	-9%	-22%
N#Cc1c(N)nc2c(c1-c1ccncc1)CCCCCC2	-4%	i	18%	0%	2%
CC(C)[C@H](NC(=O)c1ccccc1F)C(=O)Nc1nc2c(s1)CCCC2	-3%	1.1%	48%	-1%	3%
CCCCC1(CN2CCCC2=O)C(=O)NC(=O)NC1=O	-2%	i	-6%	-1%	-4%	VEEV TC-83 Vero 10K pilot screen=1.8
Cc1cc(C)n(-c2c(C)[nH]c3ccccc23)n1	6%	0.8%	14%	-2%	7%
CN(C)CCN(Cc1ccco1)S(=O)(=O)c1ccc(-c2ccc(=O)[nH]n2)s1	8%	6.4%	19%	1%	1%
Cc1nc2c(cc1C(=O)N/N=C/c1ccc([N+](=O)[O-])cc1)c(=O)n(C)c(=O)n2C	-8%	0.2%	-6%	10%	-5%
CCOc1ccc(NC(=O)C(=O)N/N=C\c2ccc(CNS(=O)(=O)c3ccccc3)o2)cc1	-5%	0.3%	14%	-2%	7%
Cc1ccc(-c2nc(N)s[n+]2-c2ccccc2)cc1	-12%	1.3%	18%	5%	-3%
COc1ccc(S(=O)(=O)N2CCC(C(=O)NC3CC3)CC2)cc1C	-9%	0.4%	-1%	5%	-9%
CCOCc1c(C(=O)OCC(=O)NCc2ccc(F)cc2)oc2ccccc12	·	2.3%	12%	6%	-11%
